From PubChem
Growth percent in the NCI-60 one-dose screen (48 h, 10 µM unless noted): 100 = growth as untreated, 0 = no growth, -100 = all killed.
MDA-MB-468 – MDA-MB-468 breast cancer; actives 8.5% (n = 78,000); AID 2202374
MOLT-4 – MOLT-4 leukemia cells; actives 6.9% (n = 80,000)
SR – SR leukemia cells. actives 8.7% (n = 73,000). AID 1794780
RPMI-8226 – RPMI-8226 leukemia cells; actives 7.5% (n = 77,000)
MCF7 – MCF7 breast cancer | actives 6.3% (n = 82,000) | AID 1794796
MDA-MB-435 – MDA-MB-435 melanoma | actives 7.8% (n = 82,000)
MDA-MB-231 – MDA-MB-231 breast cancer. actives 5% (n = 81,000). AID 1794789
K-562 – K-562 leukemia | actives 7.4% (n = 78,000) | AID 1794777
Starred values were filed as active, the others as inactive; x = no result given; & = joins results of further samples; [ ] = remark or other dose. Rule for the calls: active = growth percent below 10; inactive = the rest.

SMILES	MDA-MB-468	MOLT-4	SR	RPMI-8226	MCF7	MDA-MB-435	MDA-MB-231	K-562
COc1ccc(/C(O)=C2\C(=O)C(=O)N(Cc3cccnc3)C2c2ccncc2)cc1C (stereo not drawn)	x	99	92	97	116	109	97	x
N#C/C(C(=O)c1ccccc1)=C1/C(=O)Nc2ccc(Cl)cc21	107	99	97	99	92	103	88	83
Clc1ccccc1/C=C/c1ccccn1	70	98	102	x	25	101	94	110
CCCCNC(=S)Nc1ccc(OCc2nc3ccc(C)cc3[nH]2)cc1	116	108	107	107	97	112	107	100
CC1(c2ccncc2)Nc2cc(Cl)ccc2-c2ccnn21 (stereo not drawn)	111	100	90	79	91	92	87	90
Cc1ccc(N=NC2C(=O)N(c3ccc(Cl)cc3)N(c3ccc(Cl)cc3)C2=O)cc1	107	100	120	78	86	103	92	94
COc1cc(NCCNC2CCCCC2)c2ncccc2c1	84	106	92	95	77	102	77	85
CCC(=O)OC1CCCCC1	102	102	101	100	97	111	106	104
COc1cc2cc3c(nc2cc1OC)CCN3Cc1ccc(NC(=O)c2ccc(Cl)c(Cl)c2)cc1	91	82	85	85	89	95	92	88
Nc1nc(Cl)cc(Cl)n1	99	x	94	114	90	111	114	92
COC(=O)Nc1nc2ccc(C(=O)c3ccc(F)cc3)cc2[nH]1	26	-27*	x	-27*	16	-60*	26	-37*
N#Cc1ccc(OCC(=O)Nc2c(N)[nH]c(=O)n(Cc3ccccc3)c2=O)cc1	107	93	78	x	101	102	104	99
CC(CC(=O)O)C(=O)O (stereo not drawn)	104	101	99	x	96	109	113	103
CCNC(=S)NNC(=O)c1cc2ccc1CCc1ccc(cc1)CC2	106	102	101	102	94	100	100	100
C[C@@H]1CCC[C@H]1CC(N)C(=O)O (stereo partly drawn)	93	114	108	103	92	99	121	99
CN(C)c1ccc(C(=Cc2ccccc2)c2ccc(N(C)C)cc2)cc1	98	91	95	97	90	97	88	90
Nc1ccc(-c2nnc(Cn3c(COc4cccc5ccccc45)nc4ccccc43)o2)cc1	103	103	119	104	92	108	106	110
O=C(O)c1cccc([N+](=O)[O-])c1	109	101	97	120	99	111	102	96
CSC(=N\N=C\c1ccc2c(c1)OCO2)/N=C/N(C)C	97	98	95	103	93	109	97	92
COC(=O)c1cc2c(cc1C(=O)OC)[n+](Cc1ccc3ccccc3c1)cn2Cc1ccc2ccccc2c1	71	95	93	83	94	102	100	87
COc1cc(OC)cc(C(=O)Nc2cccc(Cn3c(=O)[nH]c4ccc(Oc5ncccn5)cc4c3=O)c2)c1	67[9.25 µM]	69[9.25 µM]	62[9.25 µM]	77[9.25 µM]	85[9.25 µM]	81[9.25 µM]	81[9.25 µM]	80[9.25 µM]
COc1cc(C)cc(C(O)Cc2cccc(-c3ccc(N(Cc4ccccc4)Cc4ccccc4)cc3)n2)c1 (stereo not drawn)	72	54	30	61	69	97	94	49
Cn1c(=O)c2[nH]c(CCl)nc2n(C)c1=O	106	83	92	104	99	105	113	88
COc1cc2c(c(OC)c1)C1c3cc(OC)ccc3NC(=O)N1CC2 (stereo not drawn)	70	73	24	82	58	9.4*	67	31
CCC(C)C(C(=O)O)n1c(O)c(C=C2N=c3ccccc3=N2)sc1=S (stereo not drawn)	108	110	102	95	93	105	102	106

3 records picked at random from those above, as already listed:
SMILES	MDA-MB-468	MOLT-4	SR	RPMI-8226	MCF7	MDA-MB-435	MDA-MB-231	K-562
CCNC(=S)NNC(=O)c1cc2ccc1CCc1ccc(cc1)CC2	106	102	101	102	94	100	100	100
O=C(O)c1cccc([N+](=O)[O-])c1	109	101	97	120	99	111	102	96
CN(C)c1ccc(C(=Cc2ccccc2)c2ccc(N(C)C)cc2)cc1	98	91	95	97	90	97	88	90

More results follow:
SMILES	MDA-MB-468	MOLT-4	SR	RPMI-8226	MCF7	MDA-MB-435	MDA-MB-231	K-562
c1ccc(-c2cn3ccnc3c(-c3ccccc3)n2)cc1	69	x	101	96	57	105	88	101
CC(=O)Nc1cccc(Nc2nccc(N[C@@H](C)c3ccccc3)n2)c1	18	20	2.5*	8.5*	17	19	x	7.6*
COc1cc2cc(Oc3ccc(NC(=O)Nc4ccc(Cl)c(Cl)c4)cc3)c(C)nc2cc1OCCN(C)C	98	100	39	101	92	104	101	25
Fc1cc(F)cc(NNC(=S)c2ccccc2)c1	43	25	23	16	37	64	67	29
COc1ccc(N=Nc2c(N)nn3c(-c4ccc(Br)cc4)ccnc23)cc1	94	117	107	101	91	102	100	104
C(CCCCCN1CCOCC1)CCCCN1CCOCC1	91	98	86	105	99	104	105	90
Nc1nc(N)c(N=O)c(Nc2ccc(S(N)(=O)=O)cc2)n1	72	100	x	102	85	103	91	98
CC1=C2[C@@H](CC1)[C@]1(C)O[C@@](C3CCCCC3)(C[C@H]1OC(=O)CO)[C@H]2OC(=O)/C=C/c1ccccc1	88	68	52	58	58	96	86	63
O=C(Nc1cc(Cl)ccc1O)c1ccc(Nc2ccnc(C(F)(F)F)c2)cc1	59	19	24	-6.7*	22	52	68	5.9*
O=C(O)C1(O)C[C@@H](O)C(O)[C@H](O)C1 (stereo partly drawn)	103&96	124&87	126&92	104	96&94	115	93&119	118&101
COc1ccccc1NCc1cccn1Cc1ccc(F)cc1	83	94	100	95	93	100	89	111
COc1c(/C=N/N=c2sc(C(=O)c3cc4ccccc4o3)nn2-c2ccc(C)cc2)c(O)cc2oc(C)cc(=O)c12	96	115	108	106	93	103	94	107
COCCn1c(Nc2ccc(C(=O)NO)cc2)nc2ccccc21	64	33	x	44	61	46	82	35
COc1cc(C2NC(c3ccc(Cl)cc3)C(C)C(=NC(=O)c3cnccn3)C2C)cc(OC)c1OC (stereo not drawn)	92	85	106	79	93	108	104	x
CC1CCC(N2CCCn3c2nc2c3c(=O)n(C)c(=O)n2C)CC1 (stereo not drawn)	111	91	92	92	101	102	107	100
CCN1C(=O)C(C)C=C(C)C=C1C (stereo not drawn)	110	92	110	115	106	114	112	95
COc1ccc(C(=O)c2c(-c3[nH]c4ccccc4c3C(=O)c3ccc(OC)cc3)[nH]c3ccccc23)cc1	105	88	83	95	86	95	75	70
c1ccc(OCCOCCOc2ccccc2-c2ccccc2)cc1	103	106	97	101	103	90	90	109
Cc1[nH]c(C(=O)Nc2nc3ccc(NC(=O)c4cccnc4)cc3s2)c(Cl)c1Cl	101	92	80	94	90	101	95	86
NC(=S)c1cccnc1	99	103	112	117	107	106	104	133
COc1cc(C2CC(c3ccc(Nc4nc(NCCO)nc(NCCO)n4)cc3)=NN2c2cc(Cl)cc(Cl)c2)cc(OC)c1OC (stereo not drawn)	-9.2*	16	-9.4*	-14*	-61*	-16*	-19*	2.0*
O=C(O)c1cc(-c2cccc(Cl)c2)nc2ccccc12	107	90	87	95	101	94	117	88
O=C(Nc1ncc(Cc2cccc(Cl)c2)s1)C1=NCCCN1	99	85	104	96	95	100	102	95
NC(=O)c1ccccn1	98	103	95	98	98	101	101	107
NC(N)=NS(=O)(=O)c1ccc(Nc2nc(N3CCOCC3)c3ccccc3n2)cc1	91	103	99	98	96	103	110	109

New compounds follow
SMILES	MDA-MB-468	MOLT-4	SR	RPMI-8226	MCF7	MDA-MB-435	MDA-MB-231	K-562
O=C1COC(c2ccccc2O)=NN1CCCl	108	96	100	93	94	103	106	107
CC(=O)c1c(C)[nH]c2c1c(-c1cccc3c1OCO3)nc1ccccc12	109	95	73	99	86	95	84	79
Cn1c(=O)[nH]c2nc(SC/C(=N/O)c3ccc(Br)cc3)[nH]c2c1=O	106	116	127	115	100	99	102	x
c1ccc(OCCN2CCNCC2)cc1	109	97	102	114	105	113	106	110
CC1=C(C(=O)Nc2ccccc2)C(c2ccc3c(c2)OCO3)NC(=S)N1 (stereo not drawn)	108	112	99	109	100	103	106	118
CCCCc1ccc(N2CCC(=O)NC2=S)cc1	103	102	113	102	94	103	101	106
COC(=O)c1cccc(Oc2ccc(NC(=O)Nc3cc(C(F)(F)F)ccc3F)cc2)c1	71	65	27	63	62	92	40	60
CCOCc1cc(-n2c(-c3ccc(Cl)cc3)cc(C(=O)OCC)c2C)ccc1O	82	76	67	84	86	89	90	75
COc1ccc(Cn2cc(CNC(=O)c3cccnc3Nc3ccc(F)cc3)nn2)cc1	98	89	99	100	109	103	103	88
O=C(Nc1cccc([N+](=O)[O-])c1)OCC#CCCl	30	69	61	68	49	63	86	82
COc1ccc(/C=C2\N=C(c3ccccc3)OC2=O)cc1OC	122	x	x	110	93	99	115	104
COCCCNc1ncnc2c1cnn2C	103	86	106	103	94	104	102	105
NC(=O)C1(Nc2ccc(C(=O)O)cc2)CCCC1	100	94	79	x	93	100	111	66
CC1(C)CCC2=C1CC(O)C1(F)C2CCC2=CC(=O)CCC21C (stereo not drawn)	103	77	39	85	89	99	85	x
Cc1ccc2c(N)c(C(=O)c3ccc(Cl)cc3)sc2n1	61	87	x	111	62	77	93	56
CCN1CCN(C(=O)[C@]23CCC(C)(C)C[C@H]2C2=CC[C@@H]4[C@@]5(C)Cc6c([nH]c7ccccc67)C(C)(C)[C@@H]5CC[C@@]4(C)[C@]2(C)CC3)CC1	85	x	x	85	78	91	74	x
COc1cccc(-c2nc3occn3c2-c2ccnc(NCCNS(=O)(=O)c3cccc(F)c3)n2)c1	93	80	99	81	95	90	94	75
COc1cccc(C(=O)CC(c2ccccc2)C(C)(C)[N+](=O)[O-])c1 (stereo not drawn)	90	99	117	92	115	96	100	95
N#Cc1c(N)n2c(nc1=Nc1ccc(Cl)cc1)sc1cc(Cl)ccc12	23	28	23	87	61	102	67	92
CCCCCCCCCCCCOCCNCC(=O)Nc1ccc(S(=O)(=O)c2ccc(NC(=O)CNCCOCCCCCCCCCCCC)cc2)cc1	104	98	92	102	96	101	109	95
O=C(O[C@H](Cc1ccc2ccccc2c1)C(=O)O)C1c2ccccc2-c2ccccc21	97	100	92	107	88	99	110	96
O=C1CC=C2C3CC4N(CCC45c4ccccc4N1C25)C/C3=C\CBr (stereo not drawn)	92	110	98	102	99	95	113	102
CC(C)=CCC[C@](C)(O)[C@H]1CC[C@]2(C)[C@@H]1CC[C@@H]1[C@@]3(C)C/C(=C/c4ccc(C(F)(F)F)cc4C(F)(F)F)C(=O)C(C)(C)[C@@H]3CC[C@]12C	101	95	93	102	91	101	94	92
COc1cc(C2c3cc4c(cc3C(O)C3COCC23)OCO4)cc(OC)c1OC (stereo not drawn)	101	92	90	103	103	92	103	93
C=CC(=O)N1CCN(c2ccc3cccc(NC(=O)c4cnc(C)cn4)c3n2)CC1	1.6*	36	9.4*	43	48	33	37	37

Continued:
SMILES	MDA-MB-468	MOLT-4	SR	RPMI-8226	MCF7	MDA-MB-435	MDA-MB-231	K-562
CCN(CC)S(=O)(=O)c1cc(C(=O)Nc2sc3c(c2C(N)=O)CCC3)ccc1C	x	86	53	63	96	96	93	72
COc1ccc(CNc2ccc3nc(NC(=O)CN4CCCCC4)sc3c2)cc1	56	65	67	59	80	91	80	51
Nc1cc2c3cncnc3cc(-c3cccc(Cl)c3)c2c2ncncc12	68	78	79	70	85	107	66	76
COc1cc(-c2ccc[nH]2)[nH]c1/C=C1\N=C(C)C(C(=O)NC(C)C)=C1C	44	-14*	-15*	x	7.8*	15	-9.7*	1.7*
O=C(OC(=O)C1CCCCC1)C1CCCCC1	109	120	115	93	102	111	104	126
N#Cc1c(-c2cccc([N+](=O)[O-])c2)cc(-c2ccc3ccccc3c2)[nH]c1=O	68	99	83	102	90	103	x	95
CN(C)Cc1ccc(O)c(CN(C)C)c1	93	121	103	97	88	113	100	141
N#CC(=C1CCN(Cc2ccccc2)CC1)c1ccccc1	113	106	108	97	98	104	120	111
COc1cc(C2N=C(NNc3ccccc3)NC(C)=C2C(C)=O)ccc1O (stereo not drawn)	93	90	58	110	89	93	77	67
Cc1ccccc1-n1c(C)nc2cc(NC(=O)c3cccs3)ccc2c1=O	122	76	79	92	97	95	106	87
O=S(=O)(Cl)c1cccc2cccnc12	112	99	105	112	103	103	110	95
CC(NS(C)(=O)=O)c1ccccc1 (stereo not drawn)	109	115	104	104	92	104	107	101
O=C1/C(=C/c2cccc([N+](=O)[O-])c2)Oc2ccc(O)cc21	90	82	70	x	92	x	95	81
Cc1cc(C)c2c(c1)N1OC(C2)C[C@H]1c1cccc2ccccc12 (stereo partly drawn)	99	79	68	83	67	90	77	75
CC(=O)c1cc2c(N)c(C(=O)Nc3cccc(Cl)c3)sc2nc1C	45	73	66	77	74	2.4*	88	x
Cc1cc(Nc2ccc(Br)cc2)nc(N)n1	91	65	88	95	78	102	101	83
O=C(CSc1nc2ccccc2[nH]1)c1cc2ccccc2o1	96	114	99	101	77	104	96	101

Structures listed so far that have a cyano group:
SMILES	MDA-MB-468	MOLT-4	SR	RPMI-8226	MCF7	MDA-MB-435	MDA-MB-231	K-562
N#C/C(C(=O)c1ccccc1)=C1/C(=O)Nc2ccc(Cl)cc21	107	99	97	99	92	103	88	83
N#Cc1ccc(OCC(=O)Nc2c(N)[nH]c(=O)n(Cc3ccccc3)c2=O)cc1	107	93	78	x	101	102	104	99
N#Cc1c(N)n2c(nc1=Nc1ccc(Cl)cc1)sc1cc(Cl)ccc12	23	28	23	87	61	102	67	92
N#Cc1c(-c2cccc([N+](=O)[O-])c2)cc(-c2ccc3ccccc3c2)[nH]c1=O	68	99	83	102	90	103	x	95
N#CC(=C1CCN(Cc2ccccc2)CC1)c1ccccc1	113	106	108	97	98	104	120	111

No enrichment for hits; about 15% have a hit in one of these screens.
